SKN-1 inh: C. elegans SKN-1 inhibition; AID 624304; C. elegans VP596 Pgst-4::GFP/RFP ratio, acrylamide-induced, 24 h; 360,000 compounds, 0.49% hits; inhibition, % at 21.8 µM;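 active = interference check ratio from 0.5 to 1.5 plus GFP to RFP signal ratio inhibition reaching or exceeding a fixed threshold, cut at about 30% in these data, passing the limit was not always enough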; also: some compounds called inactive have numbers as strong as hits
NRP1-CendR mod: alters CendR peptide binding to human NRP-1. inhibition, % at 25 µM. FAM-RPARPAR peptide binding to NRP-1, fluorescence polarization. 360,000 compounds, 0.85% hits;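 active = inhibition or corrected inhibition above about 18%, plus a signal ratio from 0.5 to 1.5, limit read from the data, passing the limit was not always enough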; also: strong numbers were not always called active
MT1-MMP act inh: blocks activation of human MT1-MMP; HT1080 RFP-PRO-GFP cells, GFP/RFP ratio fluorescence, overnight; percent of plate control window, DMSO zero; GFP/RFP ratio change, % at 20 µM; 360,000 compounds, 0.061% hits; AID 651647;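 active = GFP/RFP ratio change of at least 30% with cell ATP level not reduced by more than half and red fluorescence within 50% of control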; also: strong numbers were not always called active
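Assay system: HT1080 RFP-PRO-GFP cells | Dosing: 20 µM single dose, 1% DMSO | Incubation: Cells overnight before dosing, compound overnight, 37 °C, 5% CO2 | Evaluation: GFP/RFP fluorescence ratio | Control set: DMSO-only wells and HT1080 RFP-L50D-GFP cell wells as references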
Scp-1 inhibitor: inhibitors of human Scp-1 phosphatase. Recombinant Scp1, phosphopeptide, malachite green phosphate absorbance. Q9GZU7. inhibition, % at 20 µM. AID 493091. 340,000 compounds, 0.88% hits;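 active = inhibition above about 50% at 20 µM, limit read from the data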;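 also: plate controls were DMSO wells with enzyme for no effect and wells lacking enzyme for full effect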
Target sequence (Q9GZU7 76-261 limits assumed): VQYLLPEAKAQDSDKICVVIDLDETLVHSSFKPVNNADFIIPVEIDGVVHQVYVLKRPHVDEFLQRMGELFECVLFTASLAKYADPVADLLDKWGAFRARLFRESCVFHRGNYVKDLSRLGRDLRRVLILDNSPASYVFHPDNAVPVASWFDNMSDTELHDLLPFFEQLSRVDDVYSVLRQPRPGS
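Times: enzyme reaction 45 min at room temperature, colour 5 min, stabilisation 30 min. Material: SCP-1 catalytic fragment, aa 76-261. Medium: Acidic Tris acetate buffer with magnesium and detergent. Signal: colorimetric free-phosphate detection, absorbance 630 nm. Read-out basis: % inhibition of SCP-1 phosphate liberation. Reagent: Phosphorylated 17-residue peptide substrate.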
Rpn11 inh: blocks the human proteasome subunit Rpn11. O00487. calls only at 20 µM. human 26S proteasome, Ub4-pepOG fluorescence polarization; 20S core pre-blocked with epoxomicin. 360,000 compounds, 0.59% hits;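 active = inhibition at 20 µM, scaled to each plate's controls, above about 33%, limit read from the data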
STEP inh: STEP (human) phosphatase inhibition. P54829. inhibition, % at 20 µM. recombinant STEP, OMFP fluorogenic substrate, fluorescence. AID 588621. 360,000 compounds, 0.25% hits;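 active = inhibition at 20 µM, scaled per plate between control wells, above about 37%, limit read from the data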;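 also: 0% = DMSO with enzyme and substrate and 100% = substrate only without enzyme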
Target sequence (P54829 whole entry, looked up): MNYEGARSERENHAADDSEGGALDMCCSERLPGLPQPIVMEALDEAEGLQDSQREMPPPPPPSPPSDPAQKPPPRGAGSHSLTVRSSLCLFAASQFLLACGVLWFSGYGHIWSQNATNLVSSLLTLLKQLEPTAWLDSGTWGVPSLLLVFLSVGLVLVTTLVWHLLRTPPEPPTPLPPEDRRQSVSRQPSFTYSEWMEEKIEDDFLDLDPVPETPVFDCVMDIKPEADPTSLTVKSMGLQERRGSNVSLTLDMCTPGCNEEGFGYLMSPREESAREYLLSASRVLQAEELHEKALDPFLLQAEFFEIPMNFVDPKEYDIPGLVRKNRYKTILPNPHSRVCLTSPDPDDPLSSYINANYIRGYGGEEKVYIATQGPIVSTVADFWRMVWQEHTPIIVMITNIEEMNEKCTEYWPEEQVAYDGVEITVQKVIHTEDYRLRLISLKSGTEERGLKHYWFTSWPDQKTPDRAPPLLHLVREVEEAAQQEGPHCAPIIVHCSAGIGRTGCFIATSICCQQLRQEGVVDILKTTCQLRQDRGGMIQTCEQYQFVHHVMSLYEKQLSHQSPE
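Material: STEP (striatal-enriched tyrosine phosphatase) enzyme, cell-free | Medium: 50 mM Bis-Tris pH 6.0 with 2.5 mM DTT and 0.005% Tween 20 | Read-out: Percent inhibition scaled to no-enzyme and uninhibited-enzyme controls, plate-pattern corrected | Signal: Fluorescence read at 480 nm ex / 540 nm em | Times: 20 min reaction, room temperature, in the dark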
SUMO1 PPI mod: SUMO1-SIM interaction modulation; inhibition, % at 20 µM; SUMO1 binding to a labelled peptide, TR-FRET, 1 h; 360,000 compounds, 0.33% hits; P63165; AID 602429; in the data active = inhibition above about 37%
Target sequence (P63165 whole entry, looked up): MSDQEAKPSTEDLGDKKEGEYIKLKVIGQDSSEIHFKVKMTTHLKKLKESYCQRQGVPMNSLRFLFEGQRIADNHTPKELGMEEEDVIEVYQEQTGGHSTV
LMPTP block: blocks human LMPTP phosphatase; 360,000 compounds, 0.22% hits; P24666; recombinant LMPTP-A, OMFP fluorogenic substrate, fluorescence intensity; inhibition, % at 20 µM;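 active = compounds that cut the enzyme signal by at least half of the control window in the single-dose screen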;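 also: plate controls were DMSO wells with enzyme plus substrate for no effect and substrate without enzyme for full effect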
Target sequence (P24666 whole entry, looked up): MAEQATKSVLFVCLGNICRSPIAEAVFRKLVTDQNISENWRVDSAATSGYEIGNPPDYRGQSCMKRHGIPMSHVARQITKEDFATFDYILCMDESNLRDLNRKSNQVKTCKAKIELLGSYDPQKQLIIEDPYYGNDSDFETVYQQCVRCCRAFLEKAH
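Test system – LMPTP-A enzyme · Amount – LMPTP-A at 0.625 nM final in the reaction · Buffer or medium – Bis-Tris pH 6.0, DTT, detergent · Reagent – OMFP 400 µM · Doses – single 20 µM dose · Schedule – reaction 50 min, room temperature, dark · Detection – fluorescence intensity of OMFP turnover product · Evaluation – percent inhibition versus substrate-only and uninhibited controls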
DNMT1 block: DNMT1 (human) enzyme inhibition. P26358. DNMT1 molecular beacon, Hinp1I cleavage, fluorescence. inhibition (reported as % activation of signal), % at 10 µM. 360,000 compounds, 0.83% hits; in the data active = inhibition above about 50%
NadD inh: inhibitors of Staphylococcus aureus NadD. purified NadD enzyme, colorimetric absorbance read-out. 360,000 compounds, 0.78% hits. inhibition, % at 20 µM; in the data active = inhibition above about 26%; also: some compounds past the cut are filed as inactive
* marks the source's active call; other numbers are inactive results; i = inactive; · = not tested or not shown. An unsorted share of the library; overall some 3.9% were active at least once.

Results follow in this order: Rpn11 inh	NadD inh	MT1-MMP act inh	LMPTP block	DNMT1 block	STEP inh	Scp-1 inhibitor	SKN-1 inh	SUMO1 PPI mod	NRP1-CendR mod
1: COC(=O)[C@@H](NC(=O)c1ccc(OC2CCN(Cc3ccccn3)CC2)cc1)C(C)C
 : i	5	1	-1.7	-4	-1	0	-8	-1	2
2: CCN(CC)CCNC(=O)c1cn(CC)c2ccc(S(=O)(=O)N3CCc4ccccc4C3)cc2c1=O
 : i	3	1	1.5	1	2	-2	12	8	15
3: CC(=O)Nc1c(S(=O)(=O)c2ccccc2)c2nc3ccccc3nc2n1Cc1ccccc1
 : i	5	-2	1.9	-2	4	-2	9	-6	0
4: Cc1nc2c(C(=O)NCc3ccccc3Cl)c[nH]n2c(=O)c1Cl
 : i	29	-3	0.5	-7	-1	1	1	13	-7
5: COc1ccc(C(c2nnnn2Cc2cccs2)N2CCN(c3ccccc3F)CC2)cc1 (stereo not drawn)
 : i	2	-21	3.3	-4	-3	0	5	3	0
6: CC(C)N(C)Cc1nnnn1CC(=O)NCc1cc(F)cc(C(F)(F)F)c1
 : i	2	1	-1.1	2	2	1	2	10	12
7: Nc1cccc(S(=O)(=O)c2ccc(N)c(N)c2)c1
 : i	-2	3	0.7	0	0	-3	-9	1	-2
8: CC1=C(C#N)C(NC(=O)c2ccc(Cl)cc2)(C(F)(F)F)C(=O)N1 (stereo not drawn)
 : i	1	1	-0.6	2	1	5	2	6	9
9: COc1ccccc1NC(=S)N(Cc1ccc(C(=O)O)cc1)Cc1ccc(OC)c(OC)c1
 : i	1	-1	-1.4	1	1	-14	3	0	5
10: O=C(COC(=O)Cn1cnc2ccccc21)Nc1ccc(Br)cc1
 : i	6	2	1.3	-4	-1	·	11	2	32*
11: O=S1(=O)CC(N2CCC(Cc3ccccc3)CC2)CN1Cc1ccc(F)cc1 (stereo not drawn)
 : i	-9	1	1.0	-4	0	·	2	3	14
12: O=C(CNC(=O)c1ccccc1F)OC1CCOC1=O (stereo not drawn)
 : i	-4	0	-1.1	1	1	2	-2	4	-10
13: CN(C)CCCNC(=O)c1ccc(Oc2ccccc2)cc1
 : i	4	0	-13	-54	2	-10	9	1	6
14: CC1(c2nnc(-c3ccccc3)o2)CC(c2ccccc2)=NO1 (stereo not drawn)
 : i	-3	-2	-0.3	1	1	-11	30	-3	-3
15: COc1cc(/C=N/NC(=O)c2cc(C3CC3)[nH]n2)cc(OC)c1OC
 : i	-7	6	0.1	1	0	-5	11	-15	15
16: CCCNC(=O)C(Cc1ccc(Cl)cc1)NC(=O)c1ccc(C#N)cc1 (stereo not drawn)
 : i	-1	3	-0.1	2	-2	-14	-5	3	-7
17: COc1ccc(/C=N\NC(=O)c2ccccc2F)cc1COc1ccc(F)cc1F
 : i	-5	9	8.2	-5	3	-9	28	0	6
18: COc1cc(OC)cc(-c2nnc(N(C)C(=O)c3ccncc3)s2)c1
 : i	-2	-3	-0.4	2	-3	-11	-20	-1	11
19: Cc1ccc(C(=O)CCC(=O)NN2C(=O)NC3(CCCCC3)C2=O)cc1
 : i	1	1	-0.8	2	-3	-1	10	1	2
20: O=c1c2c(C(F)(F)F)cc(C(F)(F)F)nc2[nH]n1-c1ccccc1
 : i	-1	12	0.1	18	12	0	5	-20	-2
21: CCN1CCN(C(=O)C2CCN(Cc3cc(Cl)ccc3O)CC2)CC1
 : i	0	4	-7.6	0	2	-7	15	-3	-5
22: FC(F)(F)C1=CC(c2ccccc2)=NCCN1
 : i	-4	1	-2.2	-2	-4	-7	-10	-3	0
23: CC(=O)N1c2ccc(S(=O)(=O)N3CCCC(C(=O)NCc4ccccc4)C3)cc2CC1C (stereo not drawn)
 : i	7	2	-2.6	1	-1	-7	-7	4	5
24: CCOC(=O)c1csc(-c2csc(CCNC(=O)c3ccccc3)n2)n1
 : i	-3	4	-1.4	1	-1	·	8	0	-2
25: O=C(COc1ccc(Br)cc1F)NCC1(N2CCCCC2)CCCCC1
 : i	-2	5	-0.9	-3	-1	-7	0	0	0
26: COc1ccc2oc(C(=O)OCC(=O)Nc3cc(S(=O)(=O)N4CCOCC4)ccc3OC)c(C)c2c1
 : i	4	-2	0.7	12	0	1	8	7	-3
27: Cc1cccc(C)c1NC(=S)N1CCCN(C)CC1
 : i	-4	2	-1.7	2	1	-7	-3	3	0
28: CCS(=O)(=O)c1ccc2oc(SCC(=O)N3c4ccccc4CC3C)nc2c1 (stereo not drawn)
 : i	-7	0	0.7	-1	-2	-7	0	0	8
29: CS(=O)(=O)c1ccc(Cl)c(NC(=O)COC(=O)c2ccc(-n3cnnn3)cc2)c1
 : i	1	-1	-0.4	-2	-1	7	15	-5	-6
30: COC(=O)CCN1CCC2CC1c1cc(-c3cccc(C)c3)ccc12 (stereo not drawn)
 : i	-5	3	-1.9	1	-4	-4	9	4	17
31: COCc1[nH]nc2c1C(c1c(F)cccc1Cl)C(C#N)=C(N)O2 (stereo not drawn)
 : i	4	-4	-1.8	-2	-2	-3	-19	0	2
32: CCOC(=O)c1cccnc1SCC(=O)NCc1ccccc1
 : i	-2	0	-1.5	-1	4	-11	-13	0	3
33: COC(=O)CC1C(=O)NCCN1C(=O)Nc1cccc(Cl)c1 (stereo not drawn)
 : i	5	-2	0.8	1	-3	-4	9	1	4
34: Cn1c(=O)n(Cc2ccc(Cl)cc2)c(=O)c2c1nc1n2CCN1Cc1ccco1
 : i	1	8	0.0	-5	6	-8	2	15	-6
35: Cc1cc(C)c(S(=O)(=O)/N=C2\C=C(Nc3ccc(C(=O)O)cc3)C(=O)c3ccccc32)c(C)c1
 : i	31*	16	6.3	36	6	36	-11	58*	23
36: Cc1ccccc1CN(CC1CCC(C(=O)O)CC1)C(=S)Nc1ccccc1F (stereo not drawn)
 : i	-5	-2	0.8	0	2	9	-2	1	23
37: Cn1c(SCc2n[nH]c(=S)o2)nnc1-c1ccccc1
 : i	-1	1	-0.2	1	-2	-8	-4	5	6
38: N/C(=N\OC(=O)/C=C/c1ccccc1)c1ccc(Br)cc1
 : i	-11	5	0.1	2	0	-3	5	-2	8
39: Cc1ccc(S(=O)(=O)N2CCCCC2)cc1C(=O)N(C)CC(=O)Nc1ccc(Cl)c(C(F)(F)F)c1
 : i	6	-4	4.4	-8	-2	-11	5	7	-1
40: CCOC(=O)c1ccccc1NS(=O)(=O)c1ccccc1
 : i	-6	7	0.3	2	-1	1	-3	-3	4
41: O=C1CCC(=O)N1c1nc2n(n1)C(c1ccccc1)C=C(c1ccc(Br)cc1)N2 (stereo not drawn)
 : i	5	-125	-2.6	5	2	-7	9	-5	14
42: NC(=O)C1CCN(C(=O)c2ccc3ccccc3c2)CC1
 : i	-3	4	-0.6	1	-1	-5	20	5	16
43: CC1(C(=O)NS(=O)(=O)c2ccccc2OC(F)(F)F)CCN1C(=O)c1ccccc1 (stereo not drawn)
 : i	0	-4	-2.7	4	-2	·	-16	3	1
44: CN(CC(=O)NCc1ccc(F)cc1)S(=O)(=O)c1ccc(Br)s1
 : i	2	0	0.0	0	0	-5	4	-5	0
45: CCOC(=O)CCSc1nc(C)c2cc(C)ccc2n1
 : i	6	4	0.4	-1	0	0	-4	-3	-2
46: COc1ccc(OC)c(NC(=O)Nc2nc(C(N)C(C)C)cs2)c1 (stereo not drawn)
 : i	-3	-1	-0.3	-4	0	·	18	-5	20
47: O=C(Nc1ccccc1N1CCCCC1)c1ccc(Cl)cc1
 : i	-2	-4	3.5	1	4	-15	3	14	5
48: CC(C)N(CC(N)=O)C(=O)Cc1coc2cc3c(cc12)CCC3
 : i	3	-1	-0.7	1	2	-3	12	0	-7
49: Cc1cccc(C(=O)NC2CCN(CC(=O)NCc3cccs3)CC2)c1
 : i	1	3	-0.4	-3	-1	-6	6	1	17
50: N#CCCN(/N=C/c1cccnc1)C1=NS(=O)(=O)c2ccccc21
 : i	3	-1	-0.7	-3	-1	3	3	9	6
51: COC(=O)c1cn(-c2ccccc2)c(C)c1C(=O)OC
 : i	0	-4	0.9	4	-1	-5	1	-1	22*
52: CCC(CC)C(=O)NCc1ccc2c(c1)cc(C)n2C
 : i	11	25	0.5	-5	3	2	40	-21	-5
53: NC(=O)N/N=C/c1ccc(-c2ccc([N+](=O)[O-])cc2)o1
 : i	-9	1	0.6	1	4	-11	-12	-28	-24
54: O=C(O)c1ccc(Oc2cc(Oc3ccc(C(=O)O)cc3)cc([N+](=O)[O-])c2)cc1
 : i	0	1	0.5	3	11	0	-2	-21	-15
55: O=C(NC1CCSc2ccccc21)c1cccc(OC(F)F)c1 (stereo not drawn)
 : i	-1	0	0.9	2	-2	-2	16	2	-9
56: Cc1cc(C(=O)Nc2sc3c(c2C#N)CCC(C(C)(C)C)C3)no1 (stereo not drawn)
 : i	5	-3	1.6	-1	2	-4	-8	1	3
57: CCOC(=O)c1c(C)oc2cc(Cl)c(O)c(CN(C)C)c12
 : i	-6	-4	-1.4	-1	0	-2	2	3	1
58: O=C(c1cc(-c2cccs2)on1)N1CCN(c2ccccc2)CC1
 : i	-8	-9	1.3	-5	-2	2	-14	-8	8
59: CC(C)c1ccccc1NC(=S)NC1CCCCC1
 : i	4	-3	0.4	1	1	1	-7	2	-3
60: O=C1[C@@H]2C(c3ccccc3Cl)=NO[C@@H]2C(=O)N1Cc1ccccc1
 : i	-11	4	0.3	-2	2	-13	7	-4	6
61: CC1CCCCN1Cc1nc2ccccc2c(=O)[nH]1 (stereo not drawn)
 : i	-4	7	-0.7	1	-3	-7	-1	7	5
62: COc1ccc(CCNS(=O)(=O)c2ccc3c(c2)CC(C)N3C(C)=O)cc1OC (stereo not drawn)
 : i	-3	3	-1.4	2	-2	-7	2	2	0
63: O=C(NC1CCS(=O)(=O)C1)/C(=C/c1ccc(Cl)cc1)NC(=O)c1ccccc1 (stereo not drawn)
 : i	-2	3	-2.2	3	-1	-3	9	-5	2

Profiles, quoted from the list.
Listed for CC(C)N(CC(N)=O)C(=O)Cc1coc2cc3c(cc12)CCC3 : Rpn11 inh = i; NadD inh = 3; MT1-MMP act inh = -1; LMPTP block = -0.7; DNMT1 block = 1; STEP inh = 2; Scp-1 inhibitor = -3; SKN-1 inh = 12; SUMO1 PPI mod = 0; NRP1-CendR mod = -7
Listed for O=C1CCC(=O)N1c1nc2n(n1)C(c1ccccc1)C=C(c1ccc(Br)cc1)N2 (stereo not drawn) : Rpn11 inh = i; NadD inh = 5; MT1-MMP act inh = -125; LMPTP block = -2.6; DNMT1 block = 5; STEP inh = 2; Scp-1 inhibitor = -7; SKN-1 inh = 9; SUMO1 PPI mod = -5; NRP1-CendR mod = 14

Screens from PubChem BioAssay.
